Screening data (PubChem)
ELG1 DNA repair: inhibitors of ELG1-dependent DNA repair in HEK293T cells; HEK293T ELG1-luciferase reporter, luminescence, 16 h; DNA damage induced by 5-fluorouridine; 330,000 tested, 2.3% active; Potency, µM (highest dose often 46.1 µM), for inactives: at the highest dose activity change, negative = inhibition, usual class: inhibitors; also: potency is read from the fitted curve at half-maximal effect; % is scaled to controls: 0 for no effect and ±100 for the full control effect; nearly all actives have a fitted effect of over 55% in size
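Quantitative HTS, concentration-response format. 2,000 cells/well co-treated with 5-fluorouridine and compound, 16 hr in 5% CO2 at 37 °C; ONE-Glo luminescence read after 30 min.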
Tb PFK block: inhibitors of T. brucei phosphofructokinase; T. brucei PFK, ADP-Glo luminescence; Potency, µM (titrated, usually from 57.5 µM), inactives show at the top dose activity, negative = inhibition, actives largely listed as inhibitors; O15648; AID 485367; 330,000 tested, 0.17% active;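 also: potency is read from the fitted curve at half-maximal effect; 0% = uninhibited 1x PFK enzyme wells and -100% = no-enzyme wells; nearly all actives have a fitted effect of over 60% in size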
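Luminescent ADP detection (ADP-Glo, two-step: ATP depletion then ADP-to-ATP conversion for luciferase) reported PFK activity after 45 min room-temperature reaction of 1.25 nM enzyme with 0.5 mM F6P and 0.1 mM ATP at pH 8.0.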
FLuc modulator: counter-screen for miR-21 project: firefly luciferase inhibitors or activators | 360,000 tested, 6.9% active | AID 588342 | purified FLuc, Km substrates, luminescence inhibition | Potency, µM (titrated, usually from 57.5 µM), for inactives: at the top dose activity change, negative = inhibition, usual class: inhibitors | P08659;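 also: potency is read from the fitted curve at half-maximal effect; plate controls were vehicle for no effect and reference inhibitor for full effect; nearly all actives have a fitted effect of over 55% in size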
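Purified P. pyralis luciferase (10nM final) with 10uM D-luciferin and 10uM ATP (Km levels) in 50mM Tris acetate pH 7.5, 10mM Mg acetate, 0.01% Tween-20, 0.05% BSA; qHTS 6-point titration, ~60 µM downward; luminescence read.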
Gal4-VP16 FLuc: counter-screen for ROR gamma inhibitors: Gal4-VP16 reporter | Drosophila S2 Gal4-VP16 UAS-luciferase, luminescence, 20 h | Potency, µM (series often up to 53.6 µM), for the others: at the highest dose activity, negative = inhibition, most hits filed as inhibitors | 310,000 tested, 3.5% active | AID 2546;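 also: Gal4-VP16 expression switched on by copper sulfate through the metallothionein promoter; potency is read from the fitted curve at half-maximal effect; % is scaled to controls: 0 for no effect and ±100 for the full control effect; nearly all actives have a fitted effect of over 50% in size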
TRPV1 ag: agonists of human vanilloid receptor 1 (TRPV1). TRPV1-expressing cells, Fluo-8 calcium influx, agonist mode. AID 540275. activation, % at 8.33 µM. Q8NER1. 320,000 tested, 0.19% active; in the data active = activation above about 80%; inconclusive = between about 30% and that limit; also: 0% is about no effect
Target sequence (Q8NER1 whole entry, looked up): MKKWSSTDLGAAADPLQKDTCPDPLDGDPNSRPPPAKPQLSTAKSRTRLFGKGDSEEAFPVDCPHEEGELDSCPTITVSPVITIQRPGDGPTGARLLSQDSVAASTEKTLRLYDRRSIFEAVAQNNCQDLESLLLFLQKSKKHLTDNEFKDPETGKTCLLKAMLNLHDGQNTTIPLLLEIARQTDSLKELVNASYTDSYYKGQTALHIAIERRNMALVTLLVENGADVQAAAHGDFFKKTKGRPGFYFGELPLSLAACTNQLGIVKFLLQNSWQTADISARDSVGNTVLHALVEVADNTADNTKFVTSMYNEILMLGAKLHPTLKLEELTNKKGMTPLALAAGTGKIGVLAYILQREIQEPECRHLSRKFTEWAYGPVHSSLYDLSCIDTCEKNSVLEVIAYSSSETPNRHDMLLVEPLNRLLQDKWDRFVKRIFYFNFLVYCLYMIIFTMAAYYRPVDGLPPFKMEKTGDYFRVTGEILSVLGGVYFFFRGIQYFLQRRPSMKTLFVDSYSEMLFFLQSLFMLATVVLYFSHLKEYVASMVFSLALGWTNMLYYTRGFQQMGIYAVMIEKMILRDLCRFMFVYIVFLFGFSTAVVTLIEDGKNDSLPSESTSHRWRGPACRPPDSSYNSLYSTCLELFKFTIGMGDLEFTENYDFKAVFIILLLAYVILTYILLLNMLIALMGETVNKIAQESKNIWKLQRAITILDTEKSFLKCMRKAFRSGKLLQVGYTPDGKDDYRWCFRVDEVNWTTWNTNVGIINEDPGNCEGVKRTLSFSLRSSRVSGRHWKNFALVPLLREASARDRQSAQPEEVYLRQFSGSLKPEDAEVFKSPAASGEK
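TRPV1-expressing cells were cultured overnight at 35.5C and loaded with Fluo-8 calcium dye for 40 to 90 min at room temperature. After a 10 s baseline, compound was added and calcium influx was read kinetically for 3 min (ex 480/em 520 nm).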
BRCA1 expr act: increases BRCA1 expression. AID 624202. 380,000 tested, 1.1% active. Potency, µM (titrated, usually from 46.1 µM), for inactives: at the highest dose activation, actives largely listed as activators. MCF7-BRCA1-FFLuc reporter, luminescence, 48 h; response scale: scaled: vehicle 0%, 10 µM genistein 100%; also: potency is read from the fitted curve at half-maximal effect; nearly all actives have a fitted effect of over 80% in size; some results filed as inactive show a strong effect at the top dose
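First, MCF7-BRCA1-FFLuc cells (2000/well) attach for 2 h; next, compounds are pin-added and incubated 48 h at 37 °C; finally, luciferase reagent is added and luminescence read after 15 min.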
p53 reactivator: re-activators of mutant p53 | 320,000 tested, 0.063% active | H1299 p53-A138V BP100-luciferase reporter, luminescence, 24 h | Potency, µM (titrated, usually from 92.2 µM), inactives show top-dose activity change, positive = activation, actives largely listed as activators; also: potency is read from the fitted curve at half-maximal effect; % of control where 0% means no effect; nearly all actives have a fitted effect of over 45% in size
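H1299 (p53-null), stable ts p53-A138V + BP100-Luc; 1000 cells/well, Opti-MEM/10% FBS; cpd 4 pt, 1:5; 24 h, 37 deg C, 5% CO2; detection reagent 10 min RT; luminescence.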
Rab9 promoter act: activators of Rab9 promoter; AID 485297; Potency, µM (doses to about 9.22 µM), for inactives: top-dose activation, negative = inhibition, actives largely listed as activators; 320,000 tested, 2.8% active; Huh7 Rab9 promoter-luciferase reporter, luminescence, 24 h; also: potency is read from the fitted curve at half-maximal effect; % of control where 0% means no effect; nearly all actives have a fitted effect of over 60% in size
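Huh7 reporter line, Rab9 promoter upstream of luciferase. Compound exposure 24 h at 37 °C in reduced-serum medium with 10% FBS. Read-out: luminescence.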
ELG1 genotox: induces genotoxicity in HEK293T cells with luciferase-tagged ELG1; HEK293T ELG1-luciferase reporter, luminescence, 16 h; Potency, µM (doses to about 46 µM), for the others: at the highest dose activity change, positive = activation, usual class: activators; 330,000 tested, 1.3% active; AID 504466; also: potency is read from the fitted curve at half-maximal effect; % of control where 0% means no effect; nearly all actives have a fitted effect of over 60% in size
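16 hr compound incubation (37 °C, 5% CO2) of HEK293T cells carrying luciferase-tagged ELG1; luciferase then measured by ONE-Glo luminescence after 30 min at RT.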
RORgamma inh: ROR gamma (mouse) transcription inhibition; P51450; Drosophila S2 Gal4-RORgamma UAS-luciferase reporter, 20 h; Potency, µM (doses to about 53.6 µM), for inactives: at the top dose activity change, negative = inhibition, hits mostly inhibitors; 310,000 tested, 5.4% active; AID 2551; also: potency is read from the fitted curve at half-maximal effect; % is scaled to controls: 0 for no effect and ±100 for the full control effect; nearly all actives have a fitted effect of over 60% in size
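Luminescence from a UAS-regulated Photinus luciferase reporter in stably transfected Drosophila Schneider cells is measured; decreased signal marks ROR gamma inhibition. Fusion expression is induced by 700 uM copper sulfate for 20 hr.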
NPC1 promoter act: activates the NPC1 promoter | Huh7 NPC1 promoter luciferase reporter, 24 h | Potency, µM (titrated, usually from 9.22 µM), without a hit: at the top dose activation, usual class: activators | 320,000 tested, 2.4% active | AID 485313;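 also: potency is read from the fitted curve at half-maximal effect; % of control where 0% means no effect; nearly all actives have a fitted effect of over 60% in size; reporter is driven by a mutant NPC1 promoter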
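NPC1 promoter–luciferase Huh7 cells; 24 h compound; luminescence.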
* hit, by the source's call; ? = inconclusive; nt = not tested or not shown; [ ] = another dose, or the depositor's remark. Unless noted, calls follow the shape of the dose curve; as a rule, active = well fitted curve in the direction sought with a large enough effect; inconclusive = small, poorly fitted or top-dose-only effect, or another doubt; inactive = no such curve, though single readings can be large; an effect the other way counts as inactive or inconclusive.

The first 7 entries, ahead of the listing:
SMILES	ELG1 DNA repair	Tb PFK block	FLuc modulator	Gal4-VP16 FLuc	TRPV1 ag	BRCA1 expr act	p53 reactivator	Rab9 promoter act	ELG1 genotox	RORgamma inh	NPC1 promoter act
CCC(Sc1nc2cc3c(cc2c(=O)n1Cc1ccco1)OCO3)C(=O)Nc1cccc(OC)c1 (stereo not given)	-22%	-4%	-1%	-21%	?	-29%	1%	4%	1%	-35%	-2%
OC1CCN(c2c3c(nc4cc(-c5ccc(F)cc5)nn24)CCC3)CC1	?	-3%	?	-8%	?	-1%	-4%	3%	-10%	-35%	14%
O=C(NCc1ccc(Cl)s1)C1CCC(=O)N(CCc2ccccn2)C1 (stereo not given)	1%	2%	-1%	3%	1	-1%	10%	6%	0%	3%	-2%
CCN(CC)C(=O)CSc1nnc(-c2cnccn2)n1-c1ccccc1	-7%	0%	7%	13%	-1	-1%	-3%	-3%	0%	1%	-1%
Cc1ccc(-n2nc(C)c3c2NC2=C(C(=O)CC(C)(C)C2)C3c2ccccc2OCC(=O)O)cc1 (stereo not given)	7%	-6%	-14%	2%	1	-24%	-7%	-2%	-2%	39%	-10%
COc1ccc(C)cc1N=Nc1ccc(O)c2ncccc12	?	-3%	-16%	0.63µM*	11	-96%[inhibitor]	0%	-25%	14%	0.79µM*	-20%
Cc1ccc(Nc2nnc(C(C)(C)C)c(=O)n2N)cc1	-3%	-1%	-13%	29%	10	-7%	4%	-7%	7%	?	-3%

The listing, repeating the preview:
SMILES	ELG1 DNA repair	Tb PFK block	FLuc modulator	Gal4-VP16 FLuc	TRPV1 ag	BRCA1 expr act	p53 reactivator	Rab9 promoter act	ELG1 genotox	RORgamma inh	NPC1 promoter act
CCC(Sc1nc2cc3c(cc2c(=O)n1Cc1ccco1)OCO3)C(=O)Nc1cccc(OC)c1 (stereo not given)	-22%	-4%	-1%	-21%	?	-29%	1%	4%	1%	-35%	-2%
OC1CCN(c2c3c(nc4cc(-c5ccc(F)cc5)nn24)CCC3)CC1	?	-3%	?	-8%	?	-1%	-4%	3%	-10%	-35%	14%
O=C(NCc1ccc(Cl)s1)C1CCC(=O)N(CCc2ccccn2)C1 (stereo not given)	1%	2%	-1%	3%	1	-1%	10%	6%	0%	3%	-2%
CCN(CC)C(=O)CSc1nnc(-c2cnccn2)n1-c1ccccc1	-7%	0%	7%	13%	-1	-1%	-3%	-3%	0%	1%	-1%
Cc1ccc(-n2nc(C)c3c2NC2=C(C(=O)CC(C)(C)C2)C3c2ccccc2OCC(=O)O)cc1 (stereo not given)	7%	-6%	-14%	2%	1	-24%	-7%	-2%	-2%	39%	-10%
COc1ccc(C)cc1N=Nc1ccc(O)c2ncccc12	?	-3%	-16%	0.63µM*	11	-96%[inhibitor]	0%	-25%	14%	0.79µM*	-20%
Cc1ccc(Nc2nnc(C(C)(C)C)c(=O)n2N)cc1	-3%	-1%	-13%	29%	10	-7%	4%	-7%	7%	?	-3%
COc1ccc(C(=O)NNC(=O)COC(=O)c2sccc2C)cc1	11%	12%	nt	nt	0	3%	13%	1%	-3%	nt	-2%
CCOC(=O)C1=NN(C(C)=O)C2C(=O)N(CC)C(=O)C12 (stereo not given)	15%	1%	0%	-1%	0	-2%	1%	0%	1%	10%	-2%
COc1cc2c(cc1NC(=O)CSc1ccc(Cl)cc1)oc1ccccc12	-7%	12%	11%	-9%	4	-3%	-1%	-6%	-3%	6%	-3%
O=C(CN1C(=O)c2ccccc2C1=O)NNC1=NS(=O)(=O)c2ccccc21	-4%	-2%	?	0%	-1	-1%	-9%	-5%	-1%	-13%	1%
COc1cc2c(cc1OC)C(C)N(S(=O)(=O)c1cn(C)c(C)n1)CC2 (stereo not given)	?	-2%	1%	0%	-1	1%	0%	-1%	0%	-16%	0%
COc1ccc(S(=O)(=O)N(C)c2ccc(C(=O)Nc3ccccc3C(=O)N3CCOCC3)cc2)cc1OC	-2%	1%	4%	-3%	0	-5%	-13%	-2%	-3%	-10%	-4%
Cc1ccc(NC2CCCN(C(=O)CCc3ccncc3)C2)cc1C (stereo not given)	-9%	1%	3%	4%	30	-6%	-9%	1%	-8%	9%	0%
CCOCC(=O)Nc1nnc(SCCOC)s1	14%	-1%	3%[2.3 µM]	3%	-2	9%	14%	12%	2%	1%	7%
CCc1ccc(OCC(=O)NNC(=O)C2CCN(c3ncnc4sc(C)c(C)c34)CC2)cc1	-17%	6%	0%	nt	0	-5%	-2%	-2%	-2%	nt	-5%
Cc1cccc(S(=O)Cc2ccc(C(=O)N3CCN(C(=O)c4ccco4)CC3)o2)c1 (stereo not given)	6%	1%	1%	-2%	1	0%	3%	3%	-2%	-8%	-2%
CCOc1cc(/C=N/NC(=O)c2cc(-c3ccccc3)nc3ccccc23)ccc1O	-21%	-3%	17µM*	?	-4	-31%	6%	-3%	-2%	?	1%
CN1CCN(c2ccccc2NC(=O)c2cc3ccccc3o2)CC1	4%	0%	?	2%	14	-44%	-3%	2%	5%	-20%	20%
CCC1CCCCN1Cc1nc2c(c(=O)n(C)c(=O)n2C)n1CCCc1ccccc1 (stereo not given)	?	0%	1%	21%	?	7%	-2%	-3%	-24%	-39%	-4%
CCN(CC)c1ccc(-c2nnc(SCC(=O)N(CCOC)c3c(N)n(CC(C)C)c(=O)[nH]c3=O)o2)cc1	-26%	-1%	6.7µM*	nt	-3	31%	-1%	-1%	0%	nt	-3%
CCC(=O)Nc1ccc(NC(=S)NC(=O)c2oc3ccccc3c2C)cc1	9%	-2%	0%	3%	-3	-2%	4%	-4%	10%	-18%	-4%
O=C(CSc1nnc(NC(=O)c2c(F)cccc2Cl)s1)Nc1ccccc1F	13%	4%	?	21%	-1	-12%	21%	8%	9%	33%	9%
CCOc1ccc(NC(=O)c2cccc(NC(C)=O)c2)cc1S(=O)(=O)N1CCCC1	?	-4%	0%	nt	-2	2%	-10%	-2%	-3%	nt	1%
CCOc1ccc(NC(=O)CNC(=O)c2cccs2)cc1	?	-2%	-6%	8%	-3	93%	-8%	20%	14%	16%	2%
CC(=O)c1c(C)nn(CC(O)COc2ccc3ccccc3c2)c1C (stereo not given)	?	-10%	-1%	-1%	-6	-18%	0%	-9%	-7%	17%	-6%
Cc1cc(NC(=O)c2ccc3c(c2)C(=O)N(CCC(C)C)C3=O)no1	nt	nt	3%	26%	-3	4%	nt	nt	nt	2%	nt
O=C1/C(=C/c2cccc(Cl)c2)SC(=S)N1CCC(=O)N1CCCCC1CCO (stereo not given)	-27%	-3%	?	-9%	0	-75%	?	-7%	-8%	-21%	-1%
O=C(NCc1ccco1)c1ccc(C(=O)NCc2ccco2)s1	-10%	-4%	1%	12%	-3	2%	-6%	-5%	-1%	14%	1%
Cc1ccc(S(=O)(=O)Nc2cccc(-c3ccc4nncn4n3)c2)cc1	5%	1%	-1%	nt	-2	-85%	-6%	-22%	6%	nt	-20%
O=c1oc2c(CN3CCCCC3)c(O)ccc2cc1-c1nc2ccccc2[nH]1	?	1%	9.5µM*	6%	85*	11%	16%	?	?	14%	25%
CC(C)=CCC/C(C)=C/CNC(=O)C[C@H]1C[C@H](C(=O)N2CCOCC2)[C@@]2(C)c3[nH]c4ccc(Cl)cc4c3CCN2C1=O	?	-1%	nt	nt	nt	11%	-9%	nt	-4%	nt	nt
O=C(CSc1ncnc2ccccc12)NCc1ccco1	-2%	-20%	-2%	5%	-2	-2%	8%	-5%	-1%	-15%	-5%
COc1cc(NC(=O)CCNC(=O)Cn2cnc3sc4c(c3c2=O)CCCC4)cc(OC)c1OC	?	-3%	-1%	-1%	-1	-10%	4%	6%	26%	9%	-1%

Sorted by length of the SMILES (ascending): 3 of the compounds above.
SMILES	ELG1 DNA repair	Tb PFK block	FLuc modulator	Gal4-VP16 FLuc	TRPV1 ag	BRCA1 expr act	p53 reactivator	Rab9 promoter act	ELG1 genotox	RORgamma inh	NPC1 promoter act
O=C(CSc1ncnc2ccccc12)NCc1ccco1	-2%	-20%	-2%	5%	-2	-2%	8%	-5%	-1%	-15%	-5%
O=C1/C(=C/c2cccc(Cl)c2)SC(=S)N1CCC(=O)N1CCCCC1CCO (stereo not given)	-27%	-3%	?	-9%	0	-75%	?	-7%	-8%	-21%	-1%
CCOc1ccc(NC(=O)c2cccc(NC(C)=O)c2)cc1S(=O)(=O)N1CCCC1	?	-4%	0%	nt	-2	2%	-10%	-2%	-3%	nt	1%
